TR-FRET SRC-2 ct: TR-FRET artefact, counter-screen to PPARgamma/SRC-2 agonist assay. hits give high values. TR-FRET ratio at 8 µM. 200,000 compounds, 0.4% hits; in the data active means TR-FRET ratio above about 2000; further: inactives centre near 1500
STAT3 inh: reduces IL-6 driven STAT3 reporter signal; U3A cells, IL-6 STAT3-luciferase reporter, luminescence; host cell line lacks STAT1; inhibition, % at 5.5 µM; 190,000 compounds, 0.89% hits;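 active means inhibition above the mean inhibition across all screened compounds plus 3 SD, cut at about 44% in these data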;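 further: 0% = DMSO only wells and 100% = 100 µM nifuroxazide control wells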
STAT1 blocker: inhibitors of IFN-gamma induced STAT1 signaling | inhibition, % at 5.5 µM | 200,000 compounds, 0.35% hits | NIH 3T3 STAT1-luciferase reporter, luminescence | AID 920;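 active means inhibition above a set limit, the mean inhibition across all tested compounds plus 3 SD, cut at about 34% in these data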;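 further: 0% = IFN-gamma with DMSO and 100% = IFN-gamma with 300 µM nifuroxazide; values of inactives mirror those of a sister screen read the other way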
STAT3 act: STAT3 signaling activation | 190,000 compounds, 0.91% hits | activation (% of control), % at 5.6 µM | U3A cells, IL-6 STAT3-luciferase reporter, luminescence; 100% = signal with IL-6 EC80 alone;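 active means activation above the screen-wide mean of compound activation plus 3 SD, cut at about 130% in these data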;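 further: 0% = background luminescence of wells with medium and substrate only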
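Test system: human U3A cells carrying STAT3-luciferase construct; control set: IL-6-only wells as 100% reference; timing: compound pre-incubation 1 h before IL-6, then 6 h stimulation at 37 °C; also added: IL-6 stimulus at 33 ng/mL final; evaluation: % activation versus median of IL-6-stimulated wells; detection: reporter luminescence signal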
PPARg SRC3 recr: PPARgamma-driven SRC-3 recruitment agonism; 200,000 compounds, 0.26% hits; activation, % at 8 µM; biochemical PPARgamma/SRC-3 coactivator recruitment assay; AID 731; P37231; in the data active means activation above about 23%;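 further: 0% = DMSO and 100% = reference agonist; some compounds past the cut are filed as inactive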
PPARg SRC-2 ag: promotes SRC-2 coactivator recruitment by human PPARgamma. activation, % at 8 µM. 200,000 compounds, 0.34% hits. PPARgamma LBD-SRC-2 recruitment, biochemical. AID 1032; in the data active means activation above about 22%;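 further: 0% = vehicle and 100% = reference agonist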
TLR4-MyD88 BLA: TLR4-MyD88 interaction inhibition in cells; O00206+Q99836; HeLa CL3-4 TLR4/MyD88 BLA complementation, FRET ratio; inhibition, % at 8.4 µM; 200,000 compounds, 0.18% hits; in the data active means inhibition above about 25%;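 further: 0% = vehicle and 100% = reference inhibitor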
S1P3 antagonist: S1P3 (human) receptor antagonism. inhibition, % at 4.98 µM. 170,000 compounds, 0.27% hits. CHO S1P3 NFAT-BLA reporter, FRET fluorescence, antagonist mode. AID 485. Q99500;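 active means inhibition above the plate cutoff, the mean inhibition of test wells on that plate plus 3 SD, cut at about 28% in these data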;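 further: cells challenged with S1P at its EC80 of 0.8 µM; blue over green emission ratio from cleaved BLA substrate after 4 h stimulation; 0% = S1P-stimulated wells and 100% = unstimulated DMSO-only wells; some compounds past the cut are filed as inactive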
Target sequence (Q99500 whole entry, looked up): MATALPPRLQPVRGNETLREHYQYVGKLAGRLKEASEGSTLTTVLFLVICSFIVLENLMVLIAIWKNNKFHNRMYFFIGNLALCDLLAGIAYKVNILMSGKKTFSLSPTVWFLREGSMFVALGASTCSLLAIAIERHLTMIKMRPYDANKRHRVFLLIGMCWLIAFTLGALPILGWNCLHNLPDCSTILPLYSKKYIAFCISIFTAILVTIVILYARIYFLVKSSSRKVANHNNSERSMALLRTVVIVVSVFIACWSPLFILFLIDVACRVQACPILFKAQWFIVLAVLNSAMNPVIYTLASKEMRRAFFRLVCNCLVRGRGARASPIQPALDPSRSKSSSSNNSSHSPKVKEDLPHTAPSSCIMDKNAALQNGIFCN
ROMK mod: modulates human ROMK potassium channel activity; P48048; Tet-inducible ROMK, thallium flux fluorescence; actives lie on both sides; B-score at 10 µM; 130,000 compounds, 2% hits; AID 1918;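 active means signal ratio slope over the read window, or its plate-corrected B-score, at least 3 SD from the plate mean, either direction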;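 further: B-score of the F/F0 ratio slope over 7 to 12 s after thallium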
Target sequence (P48048 whole entry, looked up): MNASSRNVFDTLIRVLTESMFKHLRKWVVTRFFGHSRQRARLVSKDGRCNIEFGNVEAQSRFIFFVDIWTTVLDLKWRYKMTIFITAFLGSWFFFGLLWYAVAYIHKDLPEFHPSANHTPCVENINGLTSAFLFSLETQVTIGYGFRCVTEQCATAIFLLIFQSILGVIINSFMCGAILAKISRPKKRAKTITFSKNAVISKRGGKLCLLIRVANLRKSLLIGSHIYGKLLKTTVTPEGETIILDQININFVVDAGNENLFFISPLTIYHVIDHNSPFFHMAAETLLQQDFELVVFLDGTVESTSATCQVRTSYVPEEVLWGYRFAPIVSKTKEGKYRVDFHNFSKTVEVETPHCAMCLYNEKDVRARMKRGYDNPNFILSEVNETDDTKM
PPARg SRC1 recr: promotes SRC-1 coactivator recruitment by human PPARgamma; PPARgamma-SRC-1 coactivator recruitment biochemical assay; activation, % at 8 µM; 200,000 compounds, 0.41% hits; AID 631; in the data active means activation above about 19%;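 further: 0% = DMSO and 100% = reference agonist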
RAM network inh: inhibitors of the yeast RAM network; S. cerevisiae dse1pr::URA3 reporter, 5-FOA growth OD615, 2 d; analog-sensitive cbk1-as2 kinase mutant strain; inhibition, % at 50 µM; 190,000 compounds, 1.8% hits;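 active means inhibition above a set limit, 3 SD over mean compound inhibition, cut at about 8.4% in these data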;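 further: 0% = DMSO-only wells with no growth and 100% = 10 µM 1-NA-PP1 full growth; inhibition rescues growth on 5-FOA so higher OD means more RAM inhibition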
Active calls of the source: *. This is a random part of the collection. Share with any hit: about 5.6%.

`Cc1cc(C)nc(SCc2ccc(F)cc2)n1` gave TR-FRET SRC-2 ct 1612, STAT3 inh 5, STAT1 blocker -7, STAT3 act 97, PPARg SRC3 recr -4, PPARg SRC-2 ag 7, TLR4-MyD88 BLA 3, S1P3 antagonist -1, PPARg SRC1 recr 1 and RAM network inh -0.6.
`Cc1nnc(N2CCN(C)CC2)c2nn(-c3ccc(Cl)cc3)c(C)c12` gave TR-FRET SRC-2 ct 1588, STAT3 inh 4, STAT1 blocker 5, STAT3 act 98, PPARg SRC3 recr -8, PPARg SRC-2 ag 4, TLR4-MyD88 BLA 1 and PPARg SRC1 recr 3.
Cc1ccc(C)c(Cn2nnc3c(=O)[nH]c(C4CCN(C(=O)c5cccs5)CC4)nc32)c1 was read as TR-FRET SRC-2 ct 1504, STAT3 inh 4, STAT1 blocker -2, STAT3 act 97, PPARg SRC3 recr 7, PPARg SRC-2 ag -4, TLR4-MyD88 BLA 17, ROMK mod -0.2, PPARg SRC1 recr -1 and RAM network inh 1.6.
CC(C)OCCCNC(=S)Nc1ccc(S(N)(=O)=O)cc1 was read as TR-FRET SRC-2 ct 1418, STAT3 inh -5, STAT1 blocker -10, STAT3 act 107, PPARg SRC3 recr 1, PPARg SRC-2 ag -4, TLR4-MyD88 BLA 1, S1P3 antagonist 12, PPARg SRC1 recr -1 and RAM network inh 0.3.
Screening CCOc1ccc(N(CC)C(=O)COc2cc(=O)n(CC)c3ccccc23)cc1 returned TR-FRET SRC-2 ct 1401, STAT3 inh 2, STAT1 blocker 5, STAT3 act 100, PPARg SRC3 recr 5, PPARg SRC-2 ag -1, TLR4-MyD88 BLA -6, PPARg SRC1 recr 1 and RAM network inh 0.4.
CC1=NN(C(=O)CCCc2ccccc2)C(O)(C(F)(F)F)C1 (configuration not stated) was read as TR-FRET SRC-2 ct 1652, STAT3 inh 6, STAT1 blocker -4, STAT3 act 98, PPARg SRC3 recr 4, PPARg SRC-2 ag 4, TLR4-MyD88 BLA 11, S1P3 antagonist 9, ROMK mod -0.43, PPARg SRC1 recr 0 and RAM network inh -0.1.
For CCOc1ccccc1C(=O)n1nc(C)cc1C the results were TR-FRET SRC-2 ct 1440, STAT3 inh -2, STAT1 blocker 2, STAT3 act 105, PPARg SRC3 recr 2, PPARg SRC-2 ag -6, TLR4-MyD88 BLA 1, PPARg SRC1 recr 1 and RAM network inh -0.1.
`CC(CCc1ccccc1)NC(=O)c1ccncc1` (configuration not stated) gave TR-FRET SRC-2 ct 1553, STAT3 inh 5, STAT1 blocker -1, STAT3 act 99, PPARg SRC3 recr 8, PPARg SRC-2 ag 13, TLR4-MyD88 BLA -17, S1P3 antagonist -15, ROMK mod 0.39, PPARg SRC1 recr -6 and RAM network inh 0.8.
For CN(CCC1CCCCO1)C(=O)CCc1nnc(C2CCCCC2)o1 (configuration not stated) the results were TR-FRET SRC-2 ct 1514, STAT3 inh -8, STAT1 blocker -20, STAT3 act 109, PPARg SRC3 recr -1, PPARg SRC-2 ag 1, TLR4-MyD88 BLA -3, S1P3 antagonist -13, ROMK mod 1.3, PPARg SRC1 recr -3 and RAM network inh -1.1.
CC1(C)CC(=O)C(C(C#Cc2ccccc2)C2=C(O)CC(C)(C)CC2=O)=C(O)C1 was read as TR-FRET SRC-2 ct 1443, STAT3 inh 8, STAT1 blocker 3, STAT3 act 97, PPARg SRC3 recr 3, PPARg SRC-2 ag -2, TLR4-MyD88 BLA -4, PPARg SRC1 recr -2 and RAM network inh 1.6.
Cn1cc(C(=O)c2ccc(Cl)cc2Cl)cc1C=O was read as TR-FRET SRC-2 ct 1348, STAT3 inh 8, STAT1 blocker 6, STAT3 act 97, PPARg SRC3 recr -3, PPARg SRC-2 ag -6, TLR4-MyD88 BLA 0, S1P3 antagonist -33, ROMK mod 0.51, PPARg SRC1 recr -4 and RAM network inh 2.0.
For Cc1cc(C(=O)COC(=O)c2ccc3c(c2)OCO3)c(C)n1Cc1cccs1 the results were TR-FRET SRC-2 ct 1608, STAT3 inh 41, STAT1 blocker -19, STAT3 act 71, PPARg SRC3 recr 3, PPARg SRC-2 ag 1, TLR4-MyD88 BLA 0, S1P3 antagonist 0, PPARg SRC1 recr 3 and RAM network inh 7.0.
`O=C(CN(C(=O)c1csnn1)c1ccc(F)cc1)NCc1ccc(F)cc1` gave TR-FRET SRC-2 ct 1596, STAT3 inh 0, STAT1 blocker 3, STAT3 act 102, PPARg SRC3 recr 5, PPARg SRC-2 ag -1, TLR4-MyD88 BLA -1, S1P3 antagonist -17, ROMK mod -0.83, PPARg SRC1 recr 6 and RAM network inh 1.1.
COc1cccc(C(=O)N/N=C/C(Br)=C/c2ccccc2)c1 was read as TR-FRET SRC-2 ct 1431, STAT3 inh 0, STAT1 blocker -2, STAT3 act 96, PPARg SRC3 recr -4, PPARg SRC-2 ag 5, TLR4-MyD88 BLA 1, S1P3 antagonist -3, PPARg SRC1 recr 3 and RAM network inh -1.3.
For O=C(O)CCC(=O)NNc1nc2ccccc2nc1-c1ccccc1 the results were TR-FRET SRC-2 ct 1317, STAT3 inh 9, STAT1 blocker -8, STAT3 act 99, PPARg SRC3 recr -1, PPARg SRC-2 ag 4, TLR4-MyD88 BLA -8, S1P3 antagonist 0, ROMK mod -0.37, PPARg SRC1 recr 2 and RAM network inh -0.2.
Oc1[nH]c2ccccc2c1C=Nc1ccc2c(c1)OCO2 was read as TR-FRET SRC-2 ct 1611, STAT3 inh 10, STAT1 blocker -100, STAT3 act 97, PPARg SRC3 recr 3, PPARg SRC-2 ag 13, TLR4-MyD88 BLA 0, S1P3 antagonist 2, PPARg SRC1 recr 10 and RAM network inh 4.1.
For COc1ccccc1S(=O)(=O)Cc1ccc(C(=O)NCCN(C)C)o1 the results were TR-FRET SRC-2 ct 1700, STAT3 inh 2, STAT1 blocker 9, STAT3 act 102, PPARg SRC3 recr 2, PPARg SRC-2 ag 0, TLR4-MyD88 BLA -4, S1P3 antagonist -33 and PPARg SRC1 recr 4.
For CCOCCCNC(=O)N1CCOCC1 the results were TR-FRET SRC-2 ct 1456, STAT3 inh 5, STAT1 blocker -1, STAT3 act 99, PPARg SRC3 recr -13, PPARg SRC-2 ag -7, TLR4-MyD88 BLA 0, S1P3 antagonist 15, PPARg SRC1 recr 3 and RAM network inh 1.3.
Brc1ccc2c(c1)OCCOCCOCCOCCOCCOCCO2 was read as TR-FRET SRC-2 ct 1738, STAT3 inh 2, STAT1 blocker 3, STAT3 act 99, PPARg SRC3 recr 4, PPARg SRC-2 ag 3, TLR4-MyD88 BLA 7, S1P3 antagonist -15, ROMK mod -0.46, PPARg SRC1 recr 6 and RAM network inh 0.6.
Cn1c(=O)c2c(nc(NCc3ccc4c(c3)OCO4)n2Cc2ccc(F)cc2)n(C)c1=O was read as TR-FRET SRC-2 ct 1408, STAT3 inh -5, STAT1 blocker 24, STAT3 act 107, PPARg SRC3 recr 6, PPARg SRC-2 ag -3, TLR4-MyD88 BLA 0, ROMK mod -1.2, PPARg SRC1 recr -3 and RAM network inh 3.9.
CCC(CO)N=C1CC(C)(C)CC(=O)/C1=C(/O)CCCN1C(=O)c2ccccc2C1=O (configuration not stated) was read as TR-FRET SRC-2 ct 1533, STAT3 inh -3, STAT1 blocker 4, STAT3 act 104, PPARg SRC3 recr 0, PPARg SRC-2 ag -3, TLR4-MyD88 BLA -21, S1P3 antagonist -5, ROMK mod 0.058, PPARg SRC1 recr -6 and RAM network inh 0.7.
COc1ccccc1-n1c(SCC(=O)Nc2cccc(S(N)(=O)=O)c2)nc2ccccc2c1=O was read as TR-FRET SRC-2 ct 1596, STAT3 inh 15, STAT1 blocker 8, STAT3 act 90, PPARg SRC3 recr 9, PPARg SRC-2 ag 10, TLR4-MyD88 BLA -21, S1P3 antagonist 3, ROMK mod -1.7, PPARg SRC1 recr 4 and RAM network inh 4.1.
For CCc1ccc(-c2c(C)sc(NC(=O)C3CCC3)c2C#N)cc1 the results were TR-FRET SRC-2 ct 1392, STAT3 inh 7, STAT1 blocker 6, STAT3 act 96, PPARg SRC3 recr 4, PPARg SRC-2 ag -2, TLR4-MyD88 BLA 11, S1P3 antagonist 2, PPARg SRC1 recr -2 and RAM network inh 2.1.
COc1cccc2c(O)cc(=O)n(C)c12 was read as TR-FRET SRC-2 ct 1530, STAT3 inh 5, STAT1 blocker -7, STAT3 act 94, PPARg SRC3 recr 2, PPARg SRC-2 ag 11, TLR4-MyD88 BLA -9, S1P3 antagonist 10, ROMK mod 0.2, PPARg SRC1 recr 3 and RAM network inh 0.4.
O=C(Cc1ccccc1)NC1CCS(=O)(=O)C1 (configuration not stated) was read as TR-FRET SRC-2 ct 1634, STAT3 inh 6, STAT1 blocker 4, STAT3 act 98, PPARg SRC3 recr 5, PPARg SRC-2 ag 3, TLR4-MyD88 BLA -5, ROMK mod 1.1, PPARg SRC1 recr 7 and RAM network inh 3.4.
Screening COc1ccc(NC(=O)CCN2C(=O)C3C4C=CC(C4)C3C2=O)cc1 (configuration not stated) returned TR-FRET SRC-2 ct 1580, STAT3 inh 10, STAT1 blocker 3, STAT3 act 93, PPARg SRC3 recr 3, PPARg SRC-2 ag 7, TLR4-MyD88 BLA -7, S1P3 antagonist -6, ROMK mod 0.43, PPARg SRC1 recr 4 and RAM network inh 1.3.
Screening Cc1cccc(NC(=O)CCCN2C(=O)c3ccccc3C2=O)n1 returned TR-FRET SRC-2 ct 1591, STAT3 inh 8, STAT1 blocker 0, STAT3 act 96, PPARg SRC3 recr 7, PPARg SRC-2 ag 1, TLR4-MyD88 BLA 4, PPARg SRC1 recr 1 and RAM network inh 2.5.
`Cc1sc(NC(=O)CCCC(=O)O)c(C(N)=O)c1-c1ccccc1` gave TR-FRET SRC-2 ct 1598, STAT3 inh 36, STAT1 blocker 8, STAT3 act 73, PPARg SRC3 recr 0, PPARg SRC-2 ag 1, TLR4-MyD88 BLA -13, S1P3 antagonist -2, ROMK mod 0.045, PPARg SRC1 recr 2 and RAM network inh 1.1.
For O=C(CNS(=O)(=O)c1cccc2nsnc12)NCc1ccc(Cl)cc1 the results were TR-FRET SRC-2 ct 1639, STAT3 inh 7, STAT1 blocker 4, STAT3 act 98, PPARg SRC3 recr 5, PPARg SRC-2 ag 4, TLR4-MyD88 BLA 11, PPARg SRC1 recr 1 and RAM network inh 1.5.
`NC(=O)c1c(Nc2nc3c(F)cccc3s2)sc2c1CCCC2` gave TR-FRET SRC-2 ct 1488, STAT3 inh -31, STAT1 blocker 1, STAT3 act 121, PPARg SRC3 recr -1, PPARg SRC-2 ag 11, TLR4-MyD88 BLA -15, S1P3 antagonist -15, PPARg SRC1 recr 4 and RAM network inh 3.1.
